CYP2C19 inhib = human CYP2C19 inhibition; P33261; CYP2C19 Supersomes, luciferin-H EGE luminescence, 30 min; inhibition, % at 5 µM; 21% of 96,000 active; AID 778;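 active = CYP2C19 inhibition above a set limit at 5 µM in the primary screen, cut at about 50% in these data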;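 note: plate controls were negative control wells for no effect and 2.5 mM tranylcypromine positive control for full effect; values of inactives mirror those of a sister screen read the other way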
CYP2C19 act = cytochrome P450 2C19 (human) activation; P33261; recombinant CYP2C19, luciferin-H EGE luminescence; hits give high values; 0 = fully inhibited enzyme, 1 = untreated enzyme; activation factor at 5 µM; 96,000 tested, under 10 active;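 active = activation factor of at least 2 at 5 µM in the primary screen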;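 note: 0 = wells with 2.5 mM tranylcypromine and 1 = vehicle-only wells; values of inactives mirror those of a sister screen read the other way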
ERa coact pot = ER-alpha (human) coactivator binding potentiation; TR-FRET ERalpha-LBD/SRC-Cy5 coactivator binding, 2 h; 100 = basal binding, no effect; 1.3% of 86,000 active; coactivator binding (% of control), % at 25.6 µM; P03372; in the data active = activity above about 200%;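 note: binding measured in presence of low estradiol as agonist stimulus; 0% = peptide alone without receptor and 100% = receptor with peptide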
Mac1 fbg inh = inhibitors of human CD11b/CD18 binding to fibrinogen; K562 CD11b/CD18 adhesion to fibrinogen, ATPlite luminescence; Mn2+ added to activate the integrin; inhibition, % at 10 µM; 0.54% of 93,000 active;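 active = primary inhibition of 50% or more at 10 µM, then 40% or more on retest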; note: some results filed as inactive read as strong as hits
Target sequence (P05107 whole entry, looked up, other chains not shown): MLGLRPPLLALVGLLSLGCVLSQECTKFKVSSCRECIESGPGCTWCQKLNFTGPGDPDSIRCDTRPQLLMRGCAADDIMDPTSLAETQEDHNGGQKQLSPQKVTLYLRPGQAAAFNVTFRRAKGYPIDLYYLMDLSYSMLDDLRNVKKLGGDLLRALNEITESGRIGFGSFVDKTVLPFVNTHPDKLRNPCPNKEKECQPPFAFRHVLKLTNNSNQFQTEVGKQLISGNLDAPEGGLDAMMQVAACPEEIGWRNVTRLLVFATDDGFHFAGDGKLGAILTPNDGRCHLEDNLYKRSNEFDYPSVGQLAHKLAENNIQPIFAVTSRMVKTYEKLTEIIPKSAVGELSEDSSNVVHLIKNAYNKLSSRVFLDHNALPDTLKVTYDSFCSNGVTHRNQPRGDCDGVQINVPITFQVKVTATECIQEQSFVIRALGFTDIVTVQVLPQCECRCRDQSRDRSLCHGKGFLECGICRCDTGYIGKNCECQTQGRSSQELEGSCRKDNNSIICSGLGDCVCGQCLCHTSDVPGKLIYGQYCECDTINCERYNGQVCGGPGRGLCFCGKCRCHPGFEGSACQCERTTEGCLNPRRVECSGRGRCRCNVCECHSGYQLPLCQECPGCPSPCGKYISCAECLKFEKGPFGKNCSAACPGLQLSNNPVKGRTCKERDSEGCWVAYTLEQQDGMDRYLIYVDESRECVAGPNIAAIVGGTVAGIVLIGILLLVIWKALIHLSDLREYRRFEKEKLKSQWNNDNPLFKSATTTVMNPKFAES
Fibroblast inh = blocks proliferation of human lung fibroblasts; LL 47 human lung fibroblast viability, ATP luminescence; hits give low values; viability, % at 10 µM; 1.1% of 85,000 active;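 active = viability at or below 50% in the single dose screen; inactive = viability above 50%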;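 note: compound exposure lasted 72 h before the ATP readout; 100% = median luminescence of untreated cell-only wells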
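Assay system: human lung fibroblast line LL 47, low passage. Input: 1,150 fibroblasts seeded per well. Times: overnight cell rest, 72 h compound treatment at 37 °C. Evaluation: % viability of median cell-only signal. Technique: luminescent ATP detection, CellTiter-Glo. Control set: cell-only wells, no compound.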
H69AR inhibit = growth inhibitors of human H69AR lung tumor cells. AID 598. H69AR lung tumor viability, ATP luminescence, 72 h; hits give low values. viability, % at 10 µM. 6% of 85,000 active;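 active = viability at or below 40%; inactive = viability above 40%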;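 note: multidrug resistant small cell line overexpressing MRP-1 efflux transporter; 100% = mean luminescence of untreated control wells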
ERa coact inh = blocks coactivator binding to human estrogen receptor alpha | TR-FRET ER-alpha LBD / SRC-1 peptide, estradiol-bound | inhibition, % at 25.6 µM | 1.7% of 86,000 active; in the data active = inhibition above about 50%;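 note: 0% = receptor plus peptide control and 100% = peptide only without receptor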
Mac1 fbg enh = enhancers of human CD11b/CD18 binding to fibrinogen | P05107+P11215 | K562 CD11b/CD18 adhesion to fibrinogen, ATPlite luminescence | activation, % at 10 µM | 0.07% of 93,000 active;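 active = 10 µM primary screen giving 50% or more activity, confirmed by 40% or more on retest at that dose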; note: strong numbers were not always called active
HUVEC inhibit = inhibitors of human endothelial cell proliferation. HUVEC proliferation, CellTiter-Glo luminescence, 72 h; hits give low values. viability, % at 10 µM (by protocol). 1.1% of 86,000 active. AID 648;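 active = viability at or below 30%; inactive = viability above 30%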;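 note: 100% = median luminescence of DMSO-only cell control wells on each plate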
* = called active by the depositor; · = not tested or not shown; [ ] = dose if it differs, or a comment.

SMILES	CYP2C19 inhib	CYP2C19 act	ERa coact pot	Mac1 fbg inh	Fibroblast inh	H69AR inhibit	ERa coact inh	Mac1 fbg enh	HUVEC inhibit
CC1C(=O)CCCCCCCCCC2C1(N1CCOCC1)CS2(=O)=O (stereo not drawn)	·	·	123	·	96	89	-10	·	98
CC1=CC(=O)C(C(C)C)=C/C1=N/OC(=O)c1cccc([N+](=O)[O-])c1	16	0.8	88	-8	87	33*	-1[fluorescence artefact?]	-2	104
COc1ccccc1C1C2=C(N=C3SCC(=O)N31)c1ccccc1CC2 (stereo not drawn)	-11	1.1	93	8	97	79	-41	-4	91
O=C1CC(c2ccsc2)c2cc3c(cc2N1)OCCO3 (stereo not drawn)	21	0.8	120	2	92	27*	3	4	92
COc1ccc(NC(=O)CN(c2cc(C)cc(C)c2)S(=O)(=O)c2c(C)noc2C)cc1	7	0.9	124	2	91	90	-7	-3	85
CC(C)CNC(=O)c1ccccc1NC(=O)c1ccccc1N(C)S(C)(=O)=O	·	·	104	·	90	92	-1[fluorescence artefact?]	·	103
CCOC(=O)c1c(C2CC2)csc1NC(C)=O	17	0.8	115	4	98	94	-19	8	69
Oc1ccccc1-c1cc(C(F)(F)F)[nH]n1	·	·	97	·	91	85	-7	·	108
CC(C)Cc1nc2oc3c(N4CCN(CCO)CC4)ncnc3c2c2c1CCCC2	60*	0.4	93	·	86	84	7[fluorescence artefact?]	·	43
CC(C)Cn1c(NCCO)nc2ccccc21	11	0.9	106	8	95	86	-5	1	97
Cc1ccc(NC(=O)CC2S/C(=N/c3nccs3)N(C)C2=O)c(C)c1 (stereo not drawn)	96*	0	107	-15	107	96	0	-3	101
COC(=O)c1ccccc1N(C)S(C)(=O)=O	-5	1.1	111	9	97	92	-5	3	102
CS(=O)(=O)N(CC(=O)N1CCN(c2cccc(Cl)c2)CC1)c1cccc(F)c1	-5	1	110	1	97	85	-7	-1	94
O=P(OC1CCCCC1)(OC1CCCCC1)C(O)c1ccc(Cl)cc1Cl (stereo not drawn)	13	0.9	100	5	87	58	4	1	89
O=C(O)c1ccc(S(=O)(=O)c2ccc3c(c2)C(=O)N(Cc2ccco2)C3=O)cc1	-24	1.2	107[fluorescence artefact?]	28	99	97	-6	-8	101
O=C(CSc1nnnn1-c1ccc(Cl)cc1)N1CCc2ccccc2C1	74*	0.3	87[fluorescence artefact?]	-2	95	94	-7	1	104
Cc1ccc(C(C2=C(O)CC(C)(C)CC2=O)C2C(=O)CC(C)(C)CC2=O)o1 (stereo not drawn)	3	1	·	7	·	·	·	0	·
Cc1cc(NC(=O)CSc2n[nH]c(CC(C)C)n2)no1	18	0.8	103	5	97	89	18[fluorescence artefact?]	-4	94
CC(=O)c1sc2nc(-c3cccs3)cc(C(F)(F)F)c2c1N	58*	0.4	30[fluorescence artefact?]	5	93	50	-6	2	78
O=C1c2ccccc2C(O)N1Cc1ccco1 (stereo not drawn)	-6	1.1	92	3	94	94	-2	-2	108
COc1ccc(N2C(=O)CSC23CCCCC3)cc1	·	·	117	·	92	95	1	·	97
Cc1cccc(NC(=O)C2CCN(S(=O)(=O)c3c(C)nn(C)c3C)CC2)n1	-13	1.1	114	-5	105	98	2	0	101
O=C(CSc1nccc(=O)[nH]1)Nc1ccc(F)c(Cl)c1	-1	1	104	-34	101	91	-3	4	98
CCc1cccc(C)c1NC(=O)CSc1nnc(-c2ccco2)n1N	76*	0.2	106	-8	91	·	2	-2	91
CCN1CCN(S(=O)(=O)c2cc(OCC(=O)NC3CCCCC3)c(C)cc2Cl)CC1	33	0.7	113[fluorescence artefact?]	58*	94	92	0	-5	99
COc1ccc(Oc2ncc(CN3CCN(c4ccccc4)CC3)s2)cc1	82*	0.2	100	8	86	96	-11	-1	98
O=C(Nc1nc2c(c(=O)[nH]1)CCCC2)C1CC1	-17	1.2	110	-8	94	58	-3	-4	94
CCC(N1CCOC1=O)S(=O)(=O)c1ccc(C)cc1 (stereo not drawn)	-30	1.3	108[fluorescence artefact?]	8	106	108	6[fluorescence artefact?]	-2	101
CC(C)(C)NC(=O)CN1CCC(O)(c2ccc3c(c2)OCO3)CC1	·	·	108	·	97	101	21	·	93
CS(=O)(=O)c1cnc(-c2ccccc2)nc1Oc1ccc(F)cc1	11	0.9	·	-5	·	·	·	0	·
COc1cc(C2C(C(=O)c3ccco3)=C(O)C(=O)N2CCc2ccccc2)ccc1O (stereo not drawn)	7	0.9	110	-16	98	92	-10[fluorescence artefact?]	-2	95
CN1CCN(C(=O)c2ccc3c(c2)N(Cc2cccc(Cl)c2)C(=O)c2ccccc2S3=O)CC1 (stereo not drawn)	·	·	107	·	86	92	-6	·	85
O=C(NCC1CCCO1)c1cc(-c2ccco2)nc2ccccc12 (stereo not drawn)	1	1	43[fluorescence artefact?]	-11	108	80	69*[fluorescence artefact?]	-2	96
COc1cccc2c(=O)n(CC(=O)NC3CCCC3)ccc12	22	0.8	105	-17	93	103	2	-5	101
O=C1c2ccccc2C(=O)N1CCCSc1nc2ccccc2o1	46	0.5	87	-7	107	99	2	-5	97
Cc1ccc2nc(-c3cccc(NC(=O)c4ccco4)c3)[nH]c2c1	91*	0.1	95	·	·	21*	2	·	60
CCOC(=O)C1C2C=CC3(CN(CCc4ccccc4)C(=O)C13)O2 (stereo not drawn)	·	·	105	·	98	81	-16	·	99
COCCCNC(=O)CN(c1cc(OC)ccc1OC)S(=O)(=O)c1ccccc1	56*	0.4	97	-6	94	101	-13	-2	96
CCN(CC)C(=O)/C(=C\c1ccc2c(c1)OCO2)NC(=O)c1ccc(Br)cc1	20	0.8	·	7	·	·	·	-1	·
COCc1cc(C)nc(N)c1C#N	-25	1.3	113[fluorescence artefact?]	-1	106	94	3[fluorescence artefact?]	1	101

3 of the entries above in order of the ERa coact inh value, low to high.
canonical_smiles | CYP2C19 inhib | CYP2C19 act | ERa coact pot | Mac1 fbg inh | ERa coact inh | Mac1 fbg enh
COCCCNC(=O)CN(c1cc(OC)ccc1OC)S(=O)(=O)c1ccccc1 | 56* | 0.4 | 97 | -6 | -13 | -2
CC(=O)c1sc2nc(-c3cccs3)cc(C(F)(F)F)c2c1N | 58* | 0.4 | 30[fluorescence artefact?] | 5 | -6 | 2
Cc1cccc(NC(=O)C2CCN(S(=O)(=O)c3c(C)nn(C)c3C)CC2)n1 | -13 | 1.1 | 114 | -5 | 2 | 0

The results go on:
SMILES	CYP2C19 inhib	CYP2C19 act	ERa coact pot	Mac1 fbg inh	Fibroblast inh	H69AR inhibit	ERa coact inh	Mac1 fbg enh	HUVEC inhibit
Cc1cc(C(=O)OCC(=O)NC2CCCCC2)c(C)o1	49	0.5	97	0	100	100	-11	0	95
Cc1cccc(OCCCN2CCCCCC2)c1	8	0.9	129	2	105	83	-6	-4	106
O=C(CN1C(=O)NC2(CCCCC2)C1=O)Nc1ccccc1Cl	30	0.7	80	1	99	99	8	-1	95
Cc1cc(N2C3CCC2CC(O)(c2ccc(F)cc2)C3)nc(-c2ccccc2)n1 (stereo not drawn)	94*	0.1	96	-7	56	26*	-4	3	60
CC(=O)c1cc2c(cc1N)OCO2	5	0.9	127	7	105	88	-1	-2	106
N=c1n(CCN2CCOCC2)c2ccccc2n1Cc1ccccc1Br	0	1	96	-14	93	78	6	-1	93
CCCCCn1c(=O)[nH]c2c(c1=O)CCC2	-2	1	·	3	·	·	·	-4	·
COC(=O)c1cc(COc2ccc3c(c2)oc(=O)c2ccccc23)c(C)o1	52*	0.5	230*	·	98	20*	30	·	25*
O=C(CSc1cccc2cccnc12)NCc1ccco1	6	0.9	87	·	93	94	10	·	101
CCOCCn1c(-c2ccc(OC)cc2)nc2ccccc21	26	0.7	94[fluorescence artefact?]	-1	98	106	0	7	106
COc1ccc(C2C(C(=O)c3sc(C)nc3C)=C(O)C(=O)N2CCCn2ccnc2)cc1OC (stereo not drawn)	-8	1.1	94	-2	100	93	-5	-4	96
CCOc1ccc2[nH]c(C)c(CN3CCN(C)CC3)c(=O)c2c1	-14	1.1	88	7	102	84	6	-2	96
CC(C)(C)C(=O)NC1CCN(C(=O)N2CCCC2)CC1	53*	0.5	115	-4	99	100	-3	-2	98
COCCSc1ccccc1C(=O)N1CCN(Cc2ccc3c(c2)OCO3)CC1	12	0.9	107	9	98	102	-21[fluorescence artefact?]	-1	98
Cc1ccccc1C(=O)NC1CCN(C(=O)N(c2ccccc2)c2ccccc2)CC1	13	0.9	99	·	95	73	-5	·	110
CCN1c2ccccc2-c2nc3ccccc3n2C1c1ccccn1 (stereo not drawn)	10	0.9	107	10	90	90	-1	-3	102
CCCCOC(=O)CNc1nnc(SCC(=O)OCC)[nH]c1=O	-15	1.2	89	1	102	86	-1	3	94
C1CCN(c2c3c(nc4nnnn24)CCCC3)CC1	-9	1.1	98	·	95	84	1	·	104
COc1ccccc1OCC(=O)OCC(=O)Nc1ncc(Cl)cc1Cl	-19	1.2	111[fluorescence artefact?]	-3	96	87	4[fluorescence artefact?]	-1	88
Cc1[nH]nc2c1C1(CCC3(CC1)OCCO3)C(C#N)=C(N)O2	9	0.9	105	-6	99	99	-12	-1	119
CCn1c(CN2CCCCCC2=O)nnc1SCc1cnc(-c2ccccc2)s1	37	0.6	114	-8	·	80	5	2	97
CCc1nnc(NC(=O)c2sc3nc4cc(C)ccc4cc3c2N)s1	27	0.7	·	-11	·	·	·	100*	·
CCOC(=O)C(Cc1cc(C(C)=O)ccc1OCC)C(=O)OCC	29	0.7	118[fluorescence artefact?]	-1	93	77	-3	4	94
COc1ccc(/C=C2/C(=O)N(CC3CCCO3)C(=S)N2C)c(OC)c1 (stereo not drawn)	64*	0.4	·	-5	·	·	·	2	·
O=c1c2ccccc2nc(-c2cccc(Cl)c2)n1O	-5	1.1	93	-8	101	23*	4	2	100
CCOC(=O)C1CCN(C(=O)/C=C/c2ccc(OC)cc2)CC1	87*	0.1	99	1	101	101	-2	-4	102
COc1ccccc1-n1cnnc1SCC(=O)N1CC(=O)Nc2ccccc21	19	0.8	96	-2	97	110	-4	1	108
Cc1cc2ccccc2n1CCNC(=O)c1ccc(S(=O)(=O)N2CCCCC2)cc1	34	0.7	348*[fluorescence artefact?]	27	72	63	14[fluorescence artefact?]	8	89
Cc1occc1C(=O)NCc1cccc(CNC(=O)c2ccoc2C)c1	10	0.9	131[fluorescence artefact?]	3	93	92	65*	2	102
COc1ccc(C(=O)N(CCCO)Cc2cc3c(C)ccc(C)c3[nH]c2=O)cc1OC	16	0.8	109[fluorescence artefact?]	-38	99	98	-2	4	98
COc1ccc(OC)c(CCNC(=O)C2CCN(c3nnc(-n4cccc4)s3)CC2)c1	93*	0.1	110	-8	97	66	8	8	102
Nc1ncnc2nc(Sc3ccc(Cl)cc3)[nH]c12	22	0.8	84	4	100	42	-18	6	88
Cn1c(C(=O)OCC(=O)NCCc2ccccc2)cc2sccc21	32	0.7	128	-12	91	94	-1	0	93
COc1ccccc1-c1cc(C(F)(F)F)nc(N2CCCC2)n1	-17	1.2	109	·	90	103	-2	·	101
COc1ccccc1-n1c(CNc2c(C)cccc2C)nnc1SCC(=O)N1CCOCC1	1	1	115	-14	101	77	-5	1	91

As entered above:
Mac1 fbg enh result of CCn1c(CN2CCCCCC2=O)nnc1SCc1cnc(-c2ccccc2)s1 stands at 2
Mac1 fbg enh result of CCOC(=O)C1CCN(C(=O)/C=C/c2ccc(OC)cc2)CC1 stands at -4
H69AR inhibit result of COc1ccc(OC)c(CCNC(=O)C2CCN(c3nnc(-n4cccc4)s3)CC2)c1 stands at 66
HUVEC inhibit result of COc1ccccc1-n1c(CNc2c(C)cccc2C)nnc1SCC(=O)N1CCOCC1 stands at 91
CYP2C19 inhib result of COc1ccc(C(=O)N(CCCO)Cc2cc3c(C)ccc(C)c3[nH]c2=O)cc1OC stands at 16
